YAP1 CTGF inhibition – YAP1 pathway inhibitors via CTGF transcript, primary screen, DLD1 colon cancer cells, RT-qPCR, single point (AID 743449); inhibition, % at 12.5 µM; DLD1 CTGF mRNA qPCR, 24 h; hits give high values; hit rate 0.9% among 9,900;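 active means mean normalized replicate activity at least 50 and at least half of replicates each reaching 50; inconclusive means only one of the two criteria met; inactive means neither criterion met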;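 further: 0% = neutral control wells and 100% = dasatinib control wells; higher means stronger suppression of CTGF expression like dasatinib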
Pax4 mRNA alpha TC1 – Pax4 mRNA upregulation in alpha cells – RT-PCR, mouse alpha TC1 cells, single point, primary screen (AID 1053180) | activation, % at 10 µM | hit rate 0.2% among 9,600 | mouse alpha TC1 cells, Pax4 mRNA qPCR, 6 days; hits give high values; 100% = Pax4 plasmid added at qPCR;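 active means highest normalized replicate activity of 15 or more, or at least half the replicates reach 15 or more; inactive means neither condition met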;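 further: pax4 Ct normalized to GAPDH with activation seen as lower delta delta Ct; plate controls were plate neutral control wells for no effect and Pax4 plasmid positive control for full effect; each compound tested in two replicate wells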
Active calls of the source: *; ? = inconclusive; / = no result given; & = joins results of further samples.

Order of results: YAP1 CTGF inhibition, Pax4 mRNA alpha TC1
COc1ccc(C#Cc2ccc3c(c2)[C@@H]2[C@@H](CCN2C(=O)C2CCOCC2)[C@@H](CO)N3)cc1
→ 14, 0.0
CO[C@@H]1CN(C)C(=O)c2cc(NC(=O)c3ccc(Oc4ccccc4)cc3)ccc2OC[C@@H](C)NC[C@@H]1C
→ -84, 0.0
Cc1ccc(S(=O)(=O)N2CC[C@@H]3[C@H]2c2cc(-c4ccccc4F)ccc2N(C)[C@H]3CO)cc1
→ ?, 0.1
CCCNC(=O)N1CC2(CCN(C(=O)Nc3cccc(F)c3)CC2)c2c(n(C)c3cc(OC)ccc23)[C@H]1CO
→ 40, 0.0
CC[C@H]1C/C=C\C[C@@H](c2ccc(OC)cc2OC)NC(=O)[C@@H](C)CC(=O)N1
→ 4, 0.4
COc1cccc(S(=O)(=O)N2CCCCN3[C@H](C2)[C@@H](c2ccc(C#CCC(C)C)cc2)[C@@H]3CO)c1
→ 11, 0.1
C[C@@H]1CN([C@@H](C)CO)C(=O)CCCn2cc(nn2)CO[C@H]1CN(C)C(=O)Nc1cccc2ccccc12
→ -48, 0.0
C[C@H]1CCCCO[C@@H](CN(C)CC2CCCCC2)[C@@H](C)CN([C@@H](C)CO)C(=O)c2cc(NS(C)(=O)=O)ccc2O1
→ 11, 0.0
CN(C)CC(=O)N1C[C@@H]2N[C@H](C1)C2c1ccc(C2=CCCCC2)cc1 (stereo partly specified)
→ -42, 0.0
O=C(C[C@H]1C[C@H]2c3cc(NC(=O)NC4CCCC4)ccc3O[C@H]2[C@H](CO)O1)NCc1ccccc1F
→ -10, 0.0
CC(C)(O)C#Cc1cccc(-c2nc(C(=O)N[C@@H]3CCN(Cc4ccccc4)C3)cc3c2[C@H](CCO)N(S(=O)C(C)(C)C)C3)c1 (stereo partly specified)
→ -4, 0.0
Cc1ccccc1-c1cnc2c(c1)C(=O)N([C@@H](C)CO)C[C@@H](C)[C@H](CN(C)Cc1ccccc1F)O2
→ 20, 0.4
C[C@H](CO)N1C[C@H](C)[C@H](CN(C)Cc2ccc3c(c2)OCO3)OCCCC[C@H](C)Oc2ccc(NS(=O)(=O)c3cn(C)cn3)cc2C1=O
→ 7, 0.0
CCCNC(=O)Nc1ccc2c(c1)C(=O)N(C)C[C@H](OC)[C@H](C)CN(C)[C@@H](C)CO2
→ 28, 0.0
COc1ccccc1-c1ccc(C2[C@H]3CNC[C@@H]2N3S(=O)(=O)c2ccc(F)cc2)cc1 (stereo partly specified)
→ -1&12, 0.0&0.0
Cc1noc(C)c1NC(=O)N(C)C[C@H]1OCc2cn(nn2)CCCC(=O)N([C@H](C)CO)C[C@H]1C
→ 29, 0.0
COc1ccc(C[C@H]2CCc3cnnn3COC[C@H](CC(C)C)NC2=O)cc1
→ -2, 0.0
C[C@@H]1CCCCO[C@@H](CN(C)C(=O)C2CCCCC2)[C@H](C)CN([C@H](C)CO)C(=O)c2cc(NS(=O)(=O)c3ccccc3)ccc2O1
→ -24, 0.0
CS(=O)(=O)N1[C@H](CO)[C@@H](c2ccccc2)C12CN(C(=O)c1ccccc1F)C2
→ -18, /
CCS(=O)(=O)N1[C@H](C#N)[C@@H](c2ccc(-c3cccc(F)c3)cc2)[C@@H]1CO
→ 8, 0.0
COCC(=O)N1[C@H](C#N)[C@H](c2ccccc2-c2cccc(C)c2)[C@@H]1CO
→ 4, 0.0
O=C(NC[C@@H]1[C@H](c2ccccc2)[C@H](CO)N1C(=O)C1CCC1)NC1CCCC1
→ -7, 0.0
CC(C)[C@@H]1COCc2cn(nn2)CCC[C@@H](C)C(=O)N1
→ -18, 0.0
COc1ccc(NC(=O)N2CC(=O)N3[C@@H](CO)[C@H](c4ccc(Br)cc4)[C@@H]3C2)cc1
→ -60, 0.0
O=C(C[C@@H]1C=C[C@@H](NC(=O)c2ccc3c(c2)OCO3)[C@@H](CO)O1)NC1Cc2ccccc2C1
→ -46, 0.0
Cc1ccc(S(=O)(=O)N2C[C@@H]3N[C@H](C2)C3c2ccc(-c3ccc(C(=O)N(C)C)cc3)cc2)cc1 (stereo partly specified)
→ -11, 0.0
Cc1ccc(S(=O)(=O)Nc2ccc3c(c2)CC(=O)N([C@H](C)CO)C[C@H](C)[C@@H](CN(C)S(=O)(=O)c2ccccc2)O3)cc1
→ 15, 0.0
O=C(C[C@H]1CC[C@@H](NC(=O)C2CCOCC2)[C@H](CO)O1)NCC1CCCCC1
→ -8, 0.0
COc1ccc2c3c(n(C)c2c1)[C@H](CO)N(C(=O)Nc1cccc(F)c1)CC31CN(Cc2nccs2)C1
→ 8, 0.0
O=C(C[C@H]1CC[C@@H]2[C@H](COC[C@H](O)CN2Cc2nccs2)O1)NCc1ccccc1Cl
→ 11, 0.0

The list goes on; it opens with the two that closed the last part.
Order of results: YAP1 CTGF inhibition, Pax4 mRNA alpha TC1
COc1ccc2c3c(n(C)c2c1)[C@H](CO)N(C(=O)Nc1cccc(F)c1)CC31CN(Cc2nccs2)C1
→ 8, 0.0
O=C(C[C@H]1CC[C@@H]2[C@H](COC[C@H](O)CN2Cc2nccs2)O1)NCc1ccccc1Cl
→ 11, 0.0
COc1ccccc1S(=O)(=O)N[C@@H]1C=C[C@H](CC(=O)N2CCOCC2)O[C@H]1CO
→ -3, 0.0
C/C=C/c1ccc([C@H]2[C@@H](CO)N(C(=O)C3CC3)[C@@H]2CNC(=O)NC(C)C)cc1
→ -23, 0.0
C[C@@H]1CN([C@H](C)CO)C(=O)c2cc(NS(=O)(=O)c3cccs3)ccc2O[C@@H]1CN(C)S(=O)(=O)c1ccc(Cl)cc1
→ -1, 0.0
CN1C(=O)c2cc(NC(=O)c3cnccn3)ccc2OC[C@@H]2O[C@@H](CC(=O)NCC3CCCCC3)CC[C@H]21
→ -10, 0.0
O=C(Nc1cccc(F)c1)N1C[C@H]2[C@@H](c3ccccc31)[C@H](CO)N2C(=O)Cc1ccccn1
→ 30, 0.0
O=C(Nc1ccc2c(c1)[C@@H]1C[C@@H](CC(=O)N3CCCCC3)O[C@H](CO)[C@@H]1O2)NC1CCCCC1
→ 1, 0.0
COc1ccc(CN(C)C[C@H]2OCCCC[C@@H](C)Oc3ccc(NC(=O)C4CCCCC4)cc3C(=O)N([C@@H](C)CO)C[C@H]2C)cc1
→ 13, 0.0
O=C(NCC1CCCCC1)[C@@H]1[C@@H](CO)[C@@H]2Cn3c(ccc(-c4ccc(F)cc4)c3=O)[C@H]1N2
→ 7, 0.0
C[C@H]1CN([C@@H](C)CO)C(=O)Cc2cc(NC(=O)CCC(F)(F)F)ccc2O[C@H]1CN(C)CC1CC1
→ -32, 0.0
Cc1ccc(OC(=O)N(C)C[C@@H]2OCc3ccccc3-c3ccccc3C(=O)N([C@@H](C)CO)C[C@H]2C)cc1
→ -46, 0.0
CCc1cnc(N2[C@H](C#N)[C@H](c3ccc(C#Cc4ccccc4F)cc3)[C@H]2CO)s1
→ -12, 0.2
C[C@@H]1CN([C@@H](C)CO)C(=O)CCCn2cc(nn2)CO[C@@H]1CN(C)C(=O)Nc1ccc2c(c1)OCO2
→ -11, 0.0
C[C@@H]1CCCCO[C@H](CN(C)S(=O)(=O)c2ccc(F)cc2)[C@@H](C)CN([C@H](C)CO)C(=O)c2cc(NC(=O)CCCCCC(=O)Nc3ccccc3N)ccc2O1
→ -10, 0.0
C[C@H]1CN([C@@H](C)CO)C(=O)Cc2cc(NS(=O)(=O)c3ccc(Cl)cc3)ccc2O[C@H]1CN(C)C(=O)Nc1ccc(C(F)(F)F)cc1
→ -9, 0.0
COc1ccc2c3c([nH]c2c1)[C@@H](CO)N(Cc1ccc(Cl)cc1)CC31CCN(Cc2nccs2)CC1
→ -13, 0.0
C[C@@H]1CN([C@@H](C)CO)C(=O)c2c(c3ccccc3n2C)-c2ccccc2CO[C@H]1CN(C)C(=O)[C@@H]1CCCN1C
→ 0, 0.0
C[C@@H]1CCCCO[C@@H](CN(C)C(=O)Nc2ccccc2)[C@@H](C)CN([C@H](C)CO)C(=O)c2cc(NC(=O)Nc3ccccc3)ccc2O1
→ 20, 0.0
O=C(C1CCC1)N1C[C@@H]2N[C@H](C1)C2c1ccc(/C=C/c2ccccc2)cc1 (stereo partly specified)
→ 19&-29, 0.3&0.0
COc1cccc(-c2ccc(C3[C@H]4CNC[C@@H]3N4C(=O)NC3CCCCC3)cc2)c1 (stereo partly specified)
→ 14&20, 0.0&0.0
COc1cccc(S(=O)(=O)N2C[C@H](O)COC[C@H]3O[C@@H](CC(=O)NCCCN4CCOCC4)CC[C@@H]32)c1
→ -5, 0.0
O=C(C[C@H]1CC[C@@H]2[C@H](COC[C@@H](O)CN2CCC(F)(F)F)O1)NCc1ccc2c(c1)OCO2
→ 4, 0.0
C[C@@H]1CCCCO[C@@H](CN(C)S(=O)(=O)c2ccccc2)[C@@H](C)CN([C@H](C)CO)C(=O)c2cc(NC(=O)Nc3ccc4c(c3)OCO4)ccc2O1
→ 7, 0.0
COc1ccccc1NC(=O)N1C[C@H]2[C@@H](c3ccccc31)[C@H](CO)N2Cc1ccc2c(c1)OCO2
→ 36, 0.0
CN1C(=O)c2cc(NS(=O)(=O)c3cccc(F)c3)ccc2OC[C@@H]2O[C@@H](CC(=O)NCCN3CCCCC3)CC[C@@H]21
→ -13, 0.0
C[C@H](CO)N1C[C@H](C)[C@H](CN(C)S(=O)(=O)c2cccs2)Oc2ncc(-c3cc4ccccc4o3)cc2C1=O
→ -17, 0.2
CO[C@H]1CN(C)C(=O)c2ccc(NC(=O)Nc3ccccc3Cl)cc2OC[C@@H](C)NC[C@@H]1C
→ -8, 0.2
O=S(=O)(c1ccc(F)cc1)N1C[C@@H]2[C@H](c3ccccc31)[C@@H](CO)N2Cc1ccccc1Cl
→ 21, 0.0
C[C@@H]1CN([C@H](C)CO)C(=O)c2cccc(NC(=O)c3ccncc3)c2O[C@@H]1CN(C)Cc1ccc2c(c1)OCO2
→ 9, 0.0
Cc1ccc(S(=O)(=O)N[C@@H]2C=C[C@@H](CC(=O)NCc3ccc(Cl)c(Cl)c3)O[C@@H]2CO)cc1
→ 1, 0.0
COc1ccc2c3c([nH]c2c1)[C@H](CO)N(C(C)=O)CC31CCN(Cc2cc(-c3ccccc3)on2)CC1
→ -12, 0.0
C/C=C/c1ccccc1[C@@H]1[C@@H](CO)N(c2ncc(CC)s2)[C@H]1C#N
→ -47, 0.0
COc1ccc2c3c(n(C)c2c1)[C@H](CO)N(Cc1cccc(F)c1)CC31CCN(C(=O)Cc2ccccc2)CC1
→ -60, 0.1
COc1ccc2c3c(n(C)c2c1)[C@@H](CO)N(C(=O)C1CCOCC1)CC31CCN(C(=O)c2ccncc2)CC1
→ 17, 0.0
CC(C)CC#Cc1ccc([C@H]2[C@H]3CN(C(=O)Nc4cc(F)ccc4F)CC(=O)N3[C@H]2CO)cc1
→ -51, 0.0
O=C(N[C@H]1C=C[C@H](CC(=O)N2CCC(Cc3ccccc3)CC2)O[C@@H]1CO)c1cnccn1
→ 24, 0.0
C[C@@H](NC(=O)C[C@@H]1C[C@H]2c3cc(NS(=O)(=O)c4ccc(F)cc4)ccc3O[C@H]2[C@@H](CO)O1)c1ccccc1
→ 0, 0.0
C[C@H]1CN([C@@H](C)CO)S(=O)(=O)c2ccc(-c3ccncc3)cc2O[C@@H]1CN(C)S(C)(=O)=O
→ -2, 0.0
CCS(=O)(=O)Nc1ccc2c(c1)C(=O)N(C)[C@H]1CC[C@@H](CC(=O)NCc3ccccc3F)O[C@@H]1CO2
→ -44, 0.0
CNC[C@@H]1Oc2ccc(N)cc2CC(=O)N([C@H](C)CO)C[C@H]1C
→ -3, 0.0
CCCNC(=O)C[C@@H]1CC[C@@H]2[C@H](COC[C@H](O)CN2C(=O)Nc2ccc(Cl)c(Cl)c2)O1
→ 20, 0.0
O=C(C1CCOCC1)N1CC2(C1)[C@H](c1ccccc1)[C@@H](CO)N2C(=O)CC1CC1
→ -36, /
COc1ccc(NC(=O)N2CC3(C2)CN(C(C)=O)[C@@H](CO)c2[nH]c4cc(OC)ccc4c23)cc1
→ 7, 0.0
O=C(c1cccc(F)c1)N1CCCCN2[C@H](C1)[C@@H](c1ccc(C#CC3(O)CCCC3)cc1)[C@@H]2CO
→ 30, 0.0
C[C@@H]1CCCCO[C@@H](CN(C)Cc2ccc(Cl)c(Cl)c2)[C@H](C)CN([C@@H](C)CO)C(=O)c2cc(NS(=O)(=O)c3cccs3)ccc2O1
→ -7, 0.1
CO[C@@H](CN(C)C(=O)C1CCOCC1)[C@@H](C)CN([C@H](C)CO)S(=O)(=O)c1ccccc1
→ -5, 0.0
COc1ccccc1-c1ccccc1[C@@H]1[C@@H](C#N)N(C(=O)C2CCOCC2)[C@H]1CO
→ -6, 0.0
COCCNC(=O)C[C@H]1CC[C@@H]2[C@H](COC[C@H](O)CN2C(=O)c2cc(Cl)cc(Cl)c2)O1
→ -4, 0.0

Looked up by compound from above, 3 records:
Order of results: YAP1 CTGF inhibition, Pax4 mRNA alpha TC1
COCCNC(=O)C[C@H]1CC[C@@H]2[C@H](COC[C@H](O)CN2C(=O)c2cc(Cl)cc(Cl)c2)O1
→ -4, 0.0
C/C=C/c1ccccc1[C@@H]1[C@@H](CO)N(c2ncc(CC)s2)[C@H]1C#N
→ -47, 0.0
COc1ccc(NC(=O)N2CC3(C2)CN(C(C)=O)[C@@H](CO)c2[nH]c4cc(OC)ccc4c23)cc1
→ 7, 0.0

An excerpt; count on the stated rates, not on these rows.
